Bioassay records: PubChem, Sanford-Burnham Center for Chemical Genomics
PfG6PD inh = PfG6PD enzyme inhibitors, primary screen, biochemical, fluorescence intensity, uHTS; PfGluPho enzyme, NADPH resazurin-diaphorase fluorescence; actives 0.78% (n = 350,000); inhibition, % at 20 µM;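 active = inhibition reaching at least a set limit at 20 µM in the primary screen, cut at about 59% in these data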;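 also: 0% = DMSO wells with substrate and 100% = DMSO wells lacking glucose-6-phosphate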
SENP8 block-1 = SENP8 protease inhibitors, primary screen, biochemical, luminescence | Sentrin-specific protease 8 (Homo sapiens), Q96LD8 | purified SENP8, Z-RLRGG-aminoluciferin cleavage | inhibition, % at 10 µM | actives 1.2% (n = 330,000) | AID 2540, 2010; in the data active = inhibition above about 50%
SENP7 inh = SENP7 protease inhibitors, primary screen, biochemical, luminescence, uHTS. Sentrin-specific protease 7 (Homo sapiens), Q9BQF6. recombinant SENP7, Z-RLRGG-aminoluciferin luminescence, 40 min. inhibition, % at 5 µM. actives 1.5% (n = 330,000). AID 434973, 2010;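 active = inhibition above about 50% at the single test dose, limit read from the data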;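 also: plate controls were DMSO with enzyme for no effect and no enzyme buffer wells for full effect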
SENP6 inh = SENP6 protease inhibitors, primary screen, biochemical, luminescence, uHTS. inhibition, % at 10 µM. AID 2599, 2010. Sentrin-specific protease 6 (Homo sapiens), Q9GZR1. Recombinant SENP6 catalytic domain, aminoluciferin luminescence. actives 1.8% (n = 330,000);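 active = inhibition above about 50% at the single tested dose, limit read from the data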;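 also: plate controls were DMSO wells with enzyme for no effect and DMSO wells lacking enzyme for full effect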
SENP8 block-2 = human SENP8 protease inhibitors, primary screen, biochemical, fluorescence, Nedd8 protein substrate, uHTS. recombinant SENP8. inhibition, % at 20 µM. actives 0.64% (n = 360,000). AID 602440, 2012; in the data active = inhibition mostly above about 40%, no sharp cut-off; inactive = mostly below about 27%
HKDC1 inhibitor = HKDC1 hexokinase inhibitors, primary screen, biochemical, fluorescence, uHTS; recombinant HKDC1, G6PDH/diaphorase resazurin coupled fluorescence; Q2TB90; inhibition, % at 20 µM; actives 0.16% (n = 340,000);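 active = inhibition above about 35% when tested at 20 µM, limit read from the data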;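 also: plate controls were DMSO wells with enzyme for no effect and DMSO wells lacking enzyme for full effect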
Target sequence (Q2TB90 whole entry, looked up): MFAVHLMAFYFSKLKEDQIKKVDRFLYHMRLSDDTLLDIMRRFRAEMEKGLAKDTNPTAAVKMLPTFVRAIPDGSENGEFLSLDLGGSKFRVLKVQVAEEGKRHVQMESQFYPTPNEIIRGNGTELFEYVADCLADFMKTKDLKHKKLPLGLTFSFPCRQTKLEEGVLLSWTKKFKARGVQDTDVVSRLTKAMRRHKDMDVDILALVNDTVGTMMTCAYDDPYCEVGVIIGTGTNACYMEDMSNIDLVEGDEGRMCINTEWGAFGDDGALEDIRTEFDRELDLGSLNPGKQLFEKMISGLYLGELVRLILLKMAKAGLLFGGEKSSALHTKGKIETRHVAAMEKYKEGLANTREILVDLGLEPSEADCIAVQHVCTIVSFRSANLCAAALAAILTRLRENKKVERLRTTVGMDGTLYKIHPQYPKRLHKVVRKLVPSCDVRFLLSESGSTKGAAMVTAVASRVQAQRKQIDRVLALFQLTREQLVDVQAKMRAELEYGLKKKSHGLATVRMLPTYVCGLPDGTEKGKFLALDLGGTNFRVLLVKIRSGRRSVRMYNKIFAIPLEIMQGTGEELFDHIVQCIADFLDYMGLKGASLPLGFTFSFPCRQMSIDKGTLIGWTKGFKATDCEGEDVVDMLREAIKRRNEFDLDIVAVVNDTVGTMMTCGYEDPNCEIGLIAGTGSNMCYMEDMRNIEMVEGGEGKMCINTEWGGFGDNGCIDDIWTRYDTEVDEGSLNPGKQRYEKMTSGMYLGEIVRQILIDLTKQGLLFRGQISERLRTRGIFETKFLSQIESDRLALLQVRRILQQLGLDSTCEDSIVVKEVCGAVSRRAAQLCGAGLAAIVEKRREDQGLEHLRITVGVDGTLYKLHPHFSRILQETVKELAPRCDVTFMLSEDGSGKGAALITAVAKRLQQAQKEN
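Material – in-house recombinant HK5 (HKDC1) enzyme · Quantity – HKDC1 at 5 µg/mL · Buffer or medium – pH 8.0 Tris buffer with 10 mM MgCl2 · Reagent – glucose with 1 mM ATP · Dosing – single 20 µM dose · Times – reaction time 90 min, room temperature, protected from light · Technique – resorufin fluorescence at 613 nm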
Apaf1 inhib = inhibitors of human Apaf-1 apoptosome, primary screen, biochemical, DEVD-Rh110 fluorescence, uHTS | Apoptotic protease-activating factor 1 (Homo sapiens), O14727 | reconstituted apoptosome caspase-3 activity | inhibition, % at 20 µM | actives 0.71% (n = 330,000) | AID 489030, 2010; active = inhibition of at least 40% at 20 µM;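 also: plate controls were DMSO wells for no effect and DEVD-CHO caspase inhibitor wells for full effect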
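Material: biochemical Apaf-1 apoptosome reconstitution. Medium: Hepes buffer, pH 7.5. Also added: cytochrome c activation, bis-DEVD rhodamine 110 substrate. Timing: 30 min compound preincubation, 50 min activation, room temperature. Measured by: rhodamine 110 fluorescence at Ex 480/Em 540 nm.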
SENP1 inh = human SENP1 catalytic domain inhibitors, primary screen, biochemical, FRET, uHTS; recombinant SENP1 catalytic domain, CyPet-SUMO1-YPet FRET cleavage; inhibition, % at 10 µM; actives 0.21% (n = 360,000);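 active = inhibition at least 30% at 10 µM, raw YFP signal under a set limit, fluorescence ratio 0.5 to 1.5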;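 also: 0% = enzyme with DMSO and 100% = no enzyme wells; some results filed as inactive read as strong as hits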
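Assay system – human recombinant His6-tagged SENP1 catalytic domain enzyme · Input – SENP1 enzyme, 20 pM final · Buffer or medium – Tris pH 8 buffer plus EDTA, NaCl, BME, BSA, NP40, catalase · Schedule – 50 min reaction at room temperature · Technique – FRET read of cyan and yellow fluorescence · Control set – no-enzyme wells low, DMSO-plus-enzyme wells high control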
An asterisk follows results filed as active; . = no result given.

1	COc1cccc(CN2CCNC(=O)C2CC(=O)N(C)C2CCOCC2)c1 (configuration not stated)
2	Cc1ccc(-c2cc(C(=O)N/N=C/c3ccc([N+](=O)[O-])o3)c3ccccc3n2)o1
3	COc1cccc(C2C(C#N)=C(C)NC3=C2C(=O)CC(C)(C)C3)c1 (configuration not stated)
4	O=S(=O)(N/N=C1/CC(c2ccccc2)Oc2ccccc21)c1ccc(Br)cc1 (configuration not stated)
5	c1ccc2c(c1)nc1n2CN(Cc2ccc3c(c2)OCO3)CN1
6	CCn1c(CN2CCN(c3ccc(Cl)cc3)CC2)nc2ccccc21
7	CCOc1cccc(/C=N/NC(=O)c2cc(C3CC3)[nH]n2)c1O
8	COc1ccc(C)cc1NC(=O)CNc1ccccc1CN(C)C1CCCCC1

entry no. | 1 | 2 | 3 | 4 | 5 | 6 | 7 | 8
PfG6PD inh | -16 | 28 | 6 | -28 | 2 | -6 | -17 | 12
SENP8 block-1 | -11 | 9 | -13 | 0 | -14 | -7 | -10 | -3
SENP7 inh | -13 | 11 | -3 | -12 | -3 | -3 | 10 | -1
SENP6 inh | -14 | 8 | -10 | -9 | -13 | -12 | -7 | -3
SENP8 block-2 | -31 | -413 | -402 | 24 | 7 | -7 | -20 | 15
HKDC1 inhibitor | -2 | -1 | -6 | 6 | -9 | -1 | -20 | -1
Apaf1 inhib | -2 | 26 | 11 | 15 | 8 | 19 | 7 | 4
SENP1 inh | -14 | -13 | -71 | -3 | 2 | -4 | 4 | -2

9	O=C(Nc1ccc(F)cc1)Nc1ccccc1N1CCCCC1
10	COc1cc(CNCc2c[nH]c3ccccc23)cc(OC)c1
11	CCOC(=O)c1ccc(NC(=S)N(CCCN2CCCCC2)Cc2ccco2)cc1
12	CCOc1ccc(N(CC(=O)N2CCCCCC2)S(=O)(=O)c2ccc(C)cc2)cc1
13	CC1(C)Cc2cccc(Oc3ccc(S(=O)(=O)N4CCCC4)cn3)c2O1
14	CN(CC(=O)Nc1ccc([N+](=O)[O-])cc1Br)Cc1c(F)cccc1Cl
15	Cc1ccc(N(c2ncnc(N)c2[N+](=O)[O-])C2CCCCC2)cc1
16	CC1CCCCC1NC(=O)CSc1nnc(-c2ccncc2)n1CCCN(C)C (configuration not stated)

entry no. | 9 | 10 | 11 | 12 | 13 | 14 | 15 | 16
PfG6PD inh | 16 | 4 | 8 | -7 | 6 | 24 | -4 | 6
SENP8 block-1 | 6 | 0 | -2 | 4 | -4 | -1 | 2 | 7
SENP7 inh | 0 | -8 | -2 | -3 | -13 | 4 | 1 | 0
SENP6 inh | 0 | 17 | -14 | 0 | -9 | 11 | 9 | 5
SENP8 block-2 | 23 | 27 | 9 | 5 | 23 | 11 | 17 | 6
HKDC1 inhibitor | 2 | -5 | 4 | 0 | -2 | -2 | 8 | -9
Apaf1 inhib | 9 | -11 | -1 | 20 | 2 | 0 | 5 | -3
SENP1 inh | 0 | 0 | 1 | 0 | 0 | 5 | 1 | 1

17	CCc1nc2c(sc3nc4c(cc32)COC(C)(C)C4)c(=O)n1CCN(CC)CC
18	O=C(CSc1nc(Nc2ccccc2)nc(N2CCOCC2)n1)Nc1ccc2c(c1)OCCO2
19	Cc1ccc(NC(=O)c2ccc3c(c2)CCN3S(C)(=O)=O)cc1C
20	Cc1ccc(C2(C)NC(=O)N(CCOc3ccccc3)C2=O)cc1 (configuration not stated)
21	O=C(Cc1ccccc1)Nc1ccc(S(=O)(=O)N2CCCC2)cc1
22	CC(=Nc1ccc(Br)cc1)c1sc2ccccc2c1O
23	COC(=O)c1ccc(C(=O)Nc2ccc3nc(-c4ccncc4)[nH]c3c2)cc1
24	COc1ccc(-c2nnc(NC(=O)c3ccco3)s2)cc1

entry no. | 17 | 18 | 19 | 20 | 21 | 22 | 23 | 24
PfG6PD inh | -6 | -7 | 33 | 7 | -8 | 28 | 16 | -13
SENP8 block-1 | 0 | -6 | 4 | 3 | -5 | 61* | -8 | -14
SENP7 inh | -5 | -3 | 3 | 2 | -9 | 73* | -6 | -6
SENP6 inh | -2 | -3 | 2 | 7 | -9 | 80* | 11 | -15
SENP8 block-2 | -37 | 8 | -4 | 13 | 5 | -52 | -2 | -322
HKDC1 inhibitor | -1 | -7 | 3 | -8 | -1 | -3 | -6 | 3
Apaf1 inhib | -7 | 5 | -9 | -7 | 7 | 0 | 3 | 12
SENP1 inh | -1 | 1 | 0 | 1 | 0 | -35 | 24 | -14

25	Nc1ccc(NC(=S)Nc2ccccc2)cc1
26	CCOc1ccc(OCC)c(NC(=O)C2CCCN(S(=O)(=O)c3cccs3)C2)c1 (configuration not stated)
27	CNC(=O)COc1coc(CN2CCN(c3ccccc3)CC2)cc1=O
28	COc1ccc(CNC(=O)CS(=O)Cc2nc(-c3ccccc3C)oc2C)cc1 (configuration not stated)
29	Cc1ccc(NC(=S)Nc2ccc3nc(-c4ccccn4)c(-c4ccccn4)nc3c2)cc1C
30	COC(=O)c1ccc(OCC(=O)NCCC2=CCCCC2)c(OC)c1
31	COc1ccc(C(=O)N(C)c2ccccc2C(=O)NCCc2ccccc2)cc1
32	Cc1ccccc1CNc1ncnc2cc(Cl)ccc12

entry no. | 25 | 26 | 27 | 28 | 29 | 30 | 31 | 32
PfG6PD inh | -1 | 4 | -9 | 6 | 97* | -1 | 20 | -5
SENP8 block-1 | . | . | -15 | -8 | . | 5 | -3 | 3
SENP7 inh | . | . | 17 | 3 | . | -1 | 5 | 11
SENP6 inh | . | . | 3 | -16 | . | 0 | -2 | 11
SENP8 block-2 | 9 | 10 | 26 | 10 | -115 | 8 | -2 | -17
HKDC1 inhibitor | 0 | 0 | -4 | -2 | 15 | -2 | -3 | 2
Apaf1 inhib | . | . | -7 | 19 | . | -3 | -4 | 2
SENP1 inh | 5 | 4 | 3 | -2 | -26 | -1 | 2 | -5

33	COc1cccc(NC(=O)C2CCCN2C(=O)Nc2cccc(F)c2)c1 (configuration not stated)
34	CCn1c(=O)c2c(nc3n2CCN3c2ccccc2)n(C)c1=O
35	CSc1nsc(/C=C/Nc2ccc(C)c(C)c2)c1C#N
36	Cc1ccc(N(CC(=O)NC2CCCC2)C(=O)c2ccc(C)s2)cc1
37	Cc1cc2nn(-c3ccc(Cl)cc3)nc2cc1N
38	O=C(N/N=C1\CCCc2ccccc21)c1ccccc1Cl
39	Cc1cccc(CCNC(=O)CCc2nc(-c3ccccc3F)no2)c1
40	Cc1ccc2c(C)nc(N/C(N)=N/S(=O)(=O)c3ccccc3)nc2c1

entry no. | 33 | 34 | 35 | 36 | 37 | 38 | 39 | 40
PfG6PD inh | -12 | -1 | 2 | 1 | 26 | -3 | 6 | -9
SENP8 block-1 | 8 | 2 | 1 | 3 | 9 | -1 | -2 | 1
SENP7 inh | -3 | 15 | -5 | 2 | 4 | 4 | -5 | -3
SENP6 inh | -3 | 23 | 20 | -8 | 9 | 18 | 5 | -3
SENP8 block-2 | 4 | -63 | -199 | 6 | -289 | 6 | 11 | -179
HKDC1 inhibitor | 1 | 2 | -1 | -6 | 13 | -6 | -8 | 12
Apaf1 inhib | -12 | -4 | 7 | 11 | 49* | -2 | 1 | -8
SENP1 inh | 1 | -1 | -25 | 8 | -23 | 1 | -2 | 0

41	CC(/C=C/c1cccc([N+](=O)[O-])c1)=N\NC(=O)c1ccncc1
42	O=[N+]([O-])c1cnc(N2CCCCC2)c([N+](=O)[O-])c1
43	CCOC(=O)C1CCCN(Cc2ccc(OCc3ccccc3)cc2)C1 (configuration not stated)
44	COc1ccccc1OCCOCCn1cnc2ccccc2c1=O
45	CC(C)C[C@H](NC(=O)Nc1ccc(Oc2ccccc2)cc1)C(=O)O
46	CC(C)CN1C(=O)c2ccc(C(=O)Nc3c[nH]c(=O)[nH]c3=O)cc2C1=O
47	C[C@]12c3[nH]c4ccccc4c3CCN1C(=O)C(CC(=O)NCCCn1ccnc1)C[C@@H]2C(=O)N1CCOCC1 (some centres not stated)
48	Brc1cccc(CNCc2cccs2)c1

entry no. | 41 | 42 | 43 | 44 | 45 | 46 | 47 | 48
PfG6PD inh | -8 | 4 | -7 | 3 | -6 | 11 | 0 | -7
SENP8 block-1 | 3 | 0 | -13 | -7 | 4 | -6 | -5 | 1
SENP7 inh | 3 | 0 | -12 | 0 | 1 | 0 | -11 | 8
SENP6 inh | -4 | -11 | -11 | -5 | -11 | -20 | -23 | 2
SENP8 block-2 | 16 | 29 | 21 | 3 | 6 | 7 | 10 | 6
HKDC1 inhibitor | -7 | -1 | -4 | -13 | -13 | -5 | -6 | -2
Apaf1 inhib | 2 | -4 | 13 | -18 | -4 | 7 | -9 | 5
SENP1 inh | 2 | 3 | 0 | 1 | 1 | 0 | 1 | 4

49	COc1cc(-c2nnc(SCc3cc(=O)oc4cc(O)c(O)cc34)o2)cc(OC)c1OC
50	CCN(CC)C(=O)CSc1nc2sc3c(c2c(=O)n1CCCOC)CCC3
51	COc1ccc(-c2c(-c3cc(OC)c(OC)c(OC)c3)noc2C)cn1
52	COC(=O)c1ccc(COc2ccc(C(C)(C)C)cc2)o1

entry no. | 49 | 50 | 51 | 52
PfG6PD inh | -36 | 7 | 9 | 13
SENP8 block-1 | -2 | -11 | 0 | -8
SENP7 inh | -1 | 7 | 5 | -2
SENP6 inh | -18 | 1 | -4 | -10
SENP8 block-2 | -94 | 16 | 0 | 20
HKDC1 inhibitor | 29 | 5 | 3 | 5
Apaf1 inhib | -3 | 4 | 11 | 16
SENP1 inh | -35 | -1 | -1 | 2
